High-throughput results deposited in PubChem BioAssay by Sanford-Burnham Center for Chemical Genomics.
APJ ag: agonists of human APJ apelin receptor; P35414; CHO-K1 APJ PathHunter beta-arrestin, luminescence; 0% DMSO wells, 100% apelin; activation, % at 20 µM; 0.11% of 330,000 active; AID 2520;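 active = activation more than six SD over the plate average, tested at 20 µM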;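 also: 0% = DMSO alone and 100% = apelin-13 at 10 nM; some results filed as inactive read as strong as hits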
Target sequence (P35414 whole entry, looked up): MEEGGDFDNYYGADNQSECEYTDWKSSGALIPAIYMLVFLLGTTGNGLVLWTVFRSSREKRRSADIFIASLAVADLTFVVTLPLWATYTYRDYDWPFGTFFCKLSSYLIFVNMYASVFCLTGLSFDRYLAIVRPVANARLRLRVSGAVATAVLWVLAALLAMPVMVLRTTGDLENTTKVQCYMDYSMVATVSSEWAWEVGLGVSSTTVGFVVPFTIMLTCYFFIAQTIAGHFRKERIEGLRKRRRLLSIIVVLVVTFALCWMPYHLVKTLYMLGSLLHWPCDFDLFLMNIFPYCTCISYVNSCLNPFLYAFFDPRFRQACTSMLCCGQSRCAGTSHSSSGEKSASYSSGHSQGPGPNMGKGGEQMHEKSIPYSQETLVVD
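Test system: CHO-K1 APJ beta-arrestin complementation cell line | Compound: Single test compound dose, 20 µM final, 1% DMSO | Incubation: Compound 90 min 25 °C, reagent 1 h | Measured by: beta-gal luminescence | Read-out basis: APJ–arrestin association signal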
TIM10 inh: inhibits growth of TIM10 yeast strain; inhibition, % at 10 µM; 1.4% of 330,000 active; S. cerevisiae TIM10 strain growth, BacTiter-Glo luminescence, 24 h;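 active = inhibition of 40% or more at the single tested concentration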;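 also: wild-type TIM10 isogenic control strain grown at permissive 25 °C; 0% = DMSO yeast wells and 100% = minimal medium wells without yeast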
beta cell repl: induces beta-cell replication in MIN6 cells. MIN6 cells proliferation, ATPlite luminescence, 48 h; cells starved in 0.2% serum; 100% = growth in 10% serum. proliferation, % at 10 µM. 0.29% of 330,000 active;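 active = compounds whose signal lies at least 3.5 SD above the mean of all wells on their plate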;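 also: 0% = DMSO-treated cells in low-serum medium and 100% = 10% serum control; some compounds called inactive have numbers as strong as hits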
MPTP inh: blocks calcium-induced mitochondrial swelling; 1.4% of 360,000 active; inhibition, % at 10 µM; isolated mouse mitochondria, Ca2+ swelling absorbance, 30 min;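 active = inhibition of 50% or more, scaled per plate between neutral and stimulator controls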;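 also: 0% = DMSO wells given calcium and 100% = 1 mM EGTA wells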
NLRP3 yeast inh: blocks the NALP3 inflammasome reconstituted in yeast; Yeast reconstituted NLRP3/ASC/caspase-1, beta-gal luminescence, 24 h; inhibition, % at 10 µM; 0.39% of 330,000 active;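 active = inhibition of 50% or more; inactive = inhibition below 50%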;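 also: plate controls were induced DMSO wells for no effect and uninduced yeast grown without galactose for full effect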
tim10-1 inh: growth inhibitors of tim10-1 mutant yeast. inhibition, % at 20 µM. AID 463190. S. cerevisiae tim10-1 ts strain growth, BacTiter-Glo, 24 h. 2.2% of 330,000 active;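 active = inhibition of at least 40%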;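 also: mutant grown at 25 °C; 0% = DMSO wells with yeast and 100% = wells holding no yeast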
NR3A LBD binder: modulators (binders) of human NR3A ligand-binding domain. NR3A LBD differential scanning fluorimetry, Tm shift; 0% = protein alone, 100% = glycine-bound protein. Tm shift relative to glycine control, % at 25 µM. 2.5% of 340,000 active. AID 1259313;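 active = melting temperature shift of at least 10% of the positive control shift, at one fixed dose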
APJ antagonist: APJ receptor antagonism; P35414; CHO-K1 APJ beta-arrestin complementation, luminescence; inhibition, % at 20 µM; 0.32% of 330,000 active;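 active = inhibition above about 40% at 20 µM, limit read from the data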;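 also: cells challenged with 10 nM apelin-13 agonist together with compound; plate controls were apelin-13 plus DMSO wells for no effect and DMSO wells lacking apelin-13 for full effect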
tim23-1 inh: tim23-1 yeast growth inhibition; inhibition, % at 20 µM; 1.3% of 330,000 active; S. cerevisiae tim23-1 growth, BacTiter-Glo luminescence, 24 h;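 active = growth inhibition of the mutant yeast at or above 50%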;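 also: temperature-sensitive mutant grown at 25 °C; plate controls were DMSO-treated mutant yeast for no effect and medium wells lacking yeast for full effect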
* hit, by the source's call; . = not tested or not shown.

SMILES	APJ ag	TIM10 inh	beta cell repl	MPTP inh	NLRP3 yeast inh	tim10-1 inh	NR3A LBD binder	APJ antagonist	tim23-1 inh
O=C(Nc1cc(S(=O)(=O)N2CCOCC2)ccc1Cl)C(=O)c1c(-c2ccccc2)cc2ccccn12	-3	-20	2	4.4	19	16	0	5	-30
CCc1cc2c(=O)n(Cc3ccco3)c(SCC(=O)NCC3CCCO3)nc2s1 (stereo unspecified)	-2	-22	-1	0.4	14	9	-2	-30	7
CN(CC(=O)Nc1cccc(F)c1)C(=O)c1ccc(N2C(=O)c3ccccc3C2=O)cc1	-1	-7	-6	0.0	22	-7	-1	3	8
CCn1c(SCC(=O)Nc2ccc(C)cc2)nnc1-c1cnccn1	1	-17	0	-1.2	15	-18	2	-2	-17
COc1ccccc1NC(=O)COC(=O)CCn1c(C)csc1=O	-5	-2	1	-1.0	-2	7	1	12	17
CCC1CCCCN1C(=O)CCS(=O)(=O)c1ccccc1 (stereo unspecified)	-3	6	-4	2.3	8	10	-1	-9	7
CC(C)NC[C@@H](O)COc1ccc(CC(N)=O)cc1	-2	13	0	.	18	-6	1	9	.
CC(=O)N1CC(C)Oc2ccc(S(=O)(=O)NC(CC(=O)O)c3cc(C)ccc3C)cc21 (stereo unspecified)	0	1	-2	-1.6	-2	19	-1	17	11
Cc1ccc2c(CN(C)Cc3cccc(Cl)c3)cc(=O)oc2c1C	-2	-34	-2	0.2	14	1	-2	9	7
Oc1[nH]c2ccccc2c1N=Nc1ccccc1F	-3	7	0	4.6	16	7	8	14	-11
C=CCN(C(=O)c1csnn1)C(C(=O)NCc1ccccc1)c1c(F)cccc1Cl (stereo unspecified)	-1	0	0	0.6	5	-12	0	2	9
CN(C)S(=O)(=O)c1cccc(NC(=S)NC(=O)c2ccco2)c1	-7	3	-4	-1.7	12	23	2	14	23
O=C(CN1CCN(C(=O)C2CCCO2)CC1)Nc1ccc(F)cc1 (stereo unspecified)	3	-2	-2	-0.2	10	2	1	7	-2
CC(Oc1ccc(Br)cc1)c1nc2c3ccccc3nc(=S)n2[nH]1 (stereo unspecified)	2	38	-6	6.5	36	38	-3	3	45
COC(=O)c1cc2n(n1)CCN(Cc1ccc(F)cc1)C2=O	0	-12	0	0.0	-7	0	10	-13	11
CCCOc1c(Cl)cc(C(=O)Nc2ccc3c(c2)OCO3)cc1OCC	6	14	-5	4.2	8	-6	1	-8	15
c1ccc(N2CCCCC2)c(Nc2nc3ccccc3n3cnnc23)c1	1	13	-3	3.6	-1	16	-6	8	28
CC(c1ccc(F)cc1)n1c(-c2cccs2)n[nH]c1=S (stereo unspecified)	-2	22	0	0.6	-12	31	-4	-5	-7
COc1ccc(C(CCO)NC(=O)c2cccs2)cc1OC (stereo unspecified)	-2	-22	0	-1.1	6	-10	0	15	16
CCc1ccc(OCC(=O)N/N=C/c2cc([N+](=O)[O-])ccc2N2CCOCC2)cc1	1	3	0	1.6	16	1	-9	4	15
O=C(CN1CCN(S(=O)(=O)/C=C/c2ccccc2)CC1)Nc1ccc(N2CCOCC2)cc1	-3	18	0	-3.0	21	9	1	-14	5
CC(C)(CCC(=S)N1CCOCC1)C1CCCCC1	-4	4	-1	-2.0	-9	10	1	2	20
CCOC(=O)CSCC(=O)Nc1cc(C)ccc1C	-2	3	-2	-1.7	8	21	5	-6	21
O=C(N/N=C/c1c[nH]c2ccccc12)c1cccc(Cl)c1	0	7	-5	1.1	3	-5	37*	0	14
O=S(=O)(c1ccc(F)c(F)c1F)N1CCN(C(=S)NCc2ccccc2)CC1	-4	19	-4	2.3	3	15	-5	7	-13
CCCCc1n[nH]c(=S)n1Cc1ccc(Cl)cc1	-2	39	1	3.5	20	25	1	11	9
COc1ccccc1-n1c(=O)c(C#N)c(-c2ccc([N+](=O)[O-])cc2)c2cc(C(=O)c3cc(F)ccc3O)cnc21	-2	13	-3	-1.3	17	16	-4	-49	16
FC(F)(F)c1cccc(NCc2cn3cccnc3n2)c1	-3	4	-2	-0.9	8	8	-9	-4	-11
COc1ccc(CNC(=O)C2=CC(c3ccc(C)cc3)=NS(=O)(=O)N2C)cc1	5	-7	-1	0.9	11	-4	-2	-2	3
COC(=O)c1ccc(/C=C2\Oc3ccccc3NC2=O)cc1	-5	21	-1	0.7	20	2	2	5	5
COc1ccc(NC(=O)CSc2nnc(-c3ccccc3)n2Cc2ccco2)cc1OC	-3	22	2	0.1	-9	15	0	-5	11
CCCCn1c(N)c(N(Cc2ccccc2OC)C(=O)CC2OC(=O)c3ccccc32)c(=O)[nH]c1=O (stereo unspecified)	3	-3	0	-2.5	16	-5	0	25	7
COc1ccc(C(C#N)c2ccc(=O)[nH]n2)cc1 (stereo unspecified)	0	12	-3	1.8	11	4	-2	-22	13
Cc1ccc(C(=O)Nc2ccccc2C(N)=O)o1	-3	5	-3	0.4	-4	-4	-1	23	-11
COc1ccc(C)cc1NC(=O)CCC(=O)Nc1ccc2nc(N3CCN(C)CC3)cc(C)c2c1	-1	-3	-6	.	-3	-7	-1	15	-3
CCC(CC)NC(=O)Nc1ccc(F)cc1F	0	1	-1	1.8	8	17	-6	2	12
CCOC(=O)c1ccc(NC(=O)COc2ccc(CNC3CCCCC3)cc2OC)cc1	3	-15	-7	5.3	19	-14	-1	-19	5
C[C@@H]1C(c2ccccc2)=NN(c2ccc(Br)cc2)[C@H]1C(=O)N1CCOC1=O	.	27	.	0.8	.	32	7	.	59*
Cc1cc(NC(=O)CCCn2nc([N+](=O)[O-])cc2C)no1	-3	-25	-2	1.4	4	-7	-2	-13	4
COc1cc2c(cc1OC)C(NC(=O)C(F)(F)F)CNC2=O (stereo unspecified)	-4	-13	-1	0.1	-6	12	1	11	8
COc1ccccc1OCCCCCCN1CCN(C)CC1	0	-3	-2	1.8	19	-1	0	12	-17
CCc1nnc(NC(=O)CSc2nnc(CCc3nc4ccccc4[nH]3)n2C)s1	-5	6	1	-0.1	-4	12	2	-21	-5
CCOC(=O)C1CCN(C(=O)COC(=O)C2CCN(S(=O)(=O)c3ccc4c(c3)OCCO4)CC2)CC1	-2	10	-2	-0.5	15	4	0	14	4
Cc1cc(Nc2ccc(N3CCOCC3)cc2)c2cccc(C)c2n1	1	4	0	5.2	28	-10	-1	9	14
Cc1c(C(=O)N(C)C2CCCCC2)sc2ncnc(N3CCN(c4ccccc4F)CC3)c12	-2	28	-8	-1.5	-6	36	-6	16	32
Cc1ccc(NC(=O)N2CCC(NC(=O)c3cccc(F)c3)CC2)cc1	2	-9	-1	-0.3	11	6	-2	11	4
CC(C)(C)OC(=O)NCCc1nnc(SCc2c(Cl)cccc2Cl)o1	0	20	0	2.9	16	25	1	21	28
CC(NC(=O)CN1CCc2ccccc21)c1ccccc1 (stereo unspecified)	-3	5	-1	0.8	12	-5	-2	-17	3
Nc1cc([N+](=O)[O-])ccc1O	-4	-11	-2	1.4	36	6	0	26	2
COc1ccc([C@H]2/C=C\CN(C(=O)C3CCCC3)[C@@H](C)C(=O)N2Cc2ccc(F)cc2)cc1	-6	16	-6	-0.8	10	25	0	18	28

Additional records:
SMILES	APJ ag	TIM10 inh	beta cell repl	MPTP inh	NLRP3 yeast inh	tim10-1 inh	NR3A LBD binder	APJ antagonist	tim23-1 inh
Cc1ccc2[nH]c3c(=O)n(Cc4ccco4)cnc3c2c1	-3	-2	0	1.2	-10	15	-2	11	3
CN(C)S(=O)(=O)c1ccc2oc(SCC(N)=O)nc2c1	-4	-5	-4	5.1	0	11	2	8	12
O=C(NN=C1CCCC1)c1ccc([N+](=O)[O-])cc1	2	4	-1	0.0	5	5	-1	-19	5
O=C(NCCc1cscn1)C1CCC(=O)N(Cc2ccc(Cl)cc2)C1 (stereo unspecified)	-2	3	0	1.9	7	8	0	2	7
CCC(C)N1C(=O)c2ccccc2C1C(=O)NC1CCCCCC1 (stereo unspecified)	-1	-22	3	-1.0	3	6	-1	6	5
C=CCOc1ccc(C(=O)Nc2ccc3c(c2)n(C)c(=O)n3C)cc1	1	8	-3	0.3	-2	-3	-12	5	9
Cc1cnc(C(=O)Nc2ccccc2-c2nnn(CC(=O)NC3CCCC3)n2)cn1	-2	-7	-2	-0.7	23	11	3	0	-1
O=C(CSc1nn(-c2ccc(F)cc2)c(=S)s1)NCC1CCCO1 (stereo unspecified)	-2	-8	-1	-0.5	8	-7	-1	5	11
COc1c(Br)cc2c(C)c(C(=O)N3CCOCC3)oc2c1Br	-1	5	-2	.	18	22	-1	-3	27
O=S(=O)(Nc1ccc(Cl)cc1)c1cccc2cccnc12	-1	8	0	1.9	36	10	-2	-18	22

Ordered by SMILES length (low to high): 15 of the compounds above.
SMILES	APJ ag	TIM10 inh	beta cell repl	MPTP inh	NLRP3 yeast inh	tim10-1 inh	NR3A LBD binder	APJ antagonist	tim23-1 inh
Nc1cc([N+](=O)[O-])ccc1O	-4	-11	-2	1.4	36	6	0	26	2
COc1ccccc1OCCCCCCN1CCN(C)CC1	0	-3	-2	1.8	19	-1	0	12	-17
CC(NC(=O)CN1CCc2ccccc21)c1ccccc1 (stereo unspecified)	-3	5	-1	0.8	12	-5	-2	-17	3
O=S(=O)(Nc1ccc(Cl)cc1)c1cccc2cccnc12	-1	8	0	1.9	36	10	-2	-18	22
Cc1ccc2[nH]c3c(=O)n(Cc4ccco4)cnc3c2c1	-3	-2	0	1.2	-10	15	-2	11	3
CCC(C)N1C(=O)c2ccccc2C1C(=O)NC1CCCCCC1 (stereo unspecified)	-1	-22	3	-1.0	3	6	-1	6	5
COc1c(Br)cc2c(C)c(C(=O)N3CCOCC3)oc2c1Br	-1	5	-2	.	18	22	-1	-3	27
O=C(CSc1nn(-c2ccc(F)cc2)c(=S)s1)NCC1CCCO1 (stereo unspecified)	-2	-8	-1	-0.5	8	-7	-1	5	11
CC(C)(C)OC(=O)NCCc1nnc(SCc2c(Cl)cccc2Cl)o1	0	20	0	2.9	16	25	1	21	28
C=CCOc1ccc(C(=O)Nc2ccc3c(c2)n(C)c(=O)n3C)cc1	1	8	-3	0.3	-2	-3	-12	5	9
CCc1nnc(NC(=O)CSc2nnc(CCc3nc4ccccc4[nH]3)n2C)s1	-5	6	1	-0.1	-4	12	2	-21	-5
Cc1cnc(C(=O)Nc2ccccc2-c2nnn(CC(=O)NC3CCCC3)n2)cn1	-2	-7	-2	-0.7	23	11	3	0	-1
Cc1c(C(=O)N(C)C2CCCCC2)sc2ncnc(N3CCN(c4ccccc4F)CC3)c12	-2	28	-8	-1.5	-6	36	-6	16	32
CCOC(=O)C1CCN(C(=O)COC(=O)C2CCN(S(=O)(=O)c3ccc4c(c3)OCCO4)CC2)CC1	-2	10	-2	-0.5	15	4	0	14	4
COc1ccc([C@H]2/C=C\CN(C(=O)C3CCCC3)[C@@H](C)C(=O)N2Cc2ccc(F)cc2)cc1	-6	16	-6	-0.8	10	25	0	18	28
